Insulin prom up: insulin promoter activators in MIN6 cells, imaging, high-content screening, mouse beta cells. AID 1625, 2009. MIN6 insulin promoter-GFP reporter; stronger effect = higher value. 190,000 compounds, 0.3% hits. z-score at 5 µM;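 active means z-score above 3 at 5 µM with at least 500 cells counted in the well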
TNAP activation fold: human TNAP enzyme activators, primary screen, biochemical, luminescent, no phosphate acceptor, uHTS (AID 1001). Alkaline phosphatase, tissue-nonspecific isozyme (Homo sapiens). purified TNAP, luminescent activation assay, no phosphate acceptor; higher activation fold means a stronger effect. 200,000 compounds, 0.03% hits. one-dose activation fold at 20 µM; EC50 in µM for titrated hits; in the data active means activation fold from about 3, or a potency from the dose series; inactive means the rest, 99 in 100 with activation fold below about 1.6; further: many of its hits are not listed in these tables
MT stabilizer: microtubule stabilizers in HeLa cells, primary screen, imaging, high-content imaging; AID 2205, 2009; 200,000 compounds, 0.83% hits; HeLa tubulin immunostaining HCS, 24 h; share of cells brighter than vehicle mean+2SD; % tubulin-high responders, % at 10 µM;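 active means plate Z-score above 3 for both tubulin-high and condensed-nucleus cell shares, with cell loss under 80%, at 10 µM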;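 further: anti alpha tubulin signal scored within the nucleus-defined area of each cell; some results filed as inactive read as strong as hits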
Lipid droplet: inhibitors of hepatocyte lipid droplet formation, primary screen, imaging, high-throughput imaging, BODIPY stain | AML12 mouse hepatocytes, oleate lipid droplets | AID 1656, 2009 | inhibition, % at 6.5 µM | 240,000 compounds, 0.4% hits;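 active means lipid droplet intensity inhibited by at least 50%, with more than 500 cells counted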
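Test system: AML12 mouse liver cells; schedule: overnight exposure; technique: high-content imaging of BODIPY-stained droplets and DAPI nuclei; read-out: % inhibition of corrected integrated BODIPY droplet signal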
T cell HTS: modulators of CD8 T cell-vesicle binding, primary screen, mouse 2C CD8+ T cells, flow cytometry; 2C CD8+ T cell-vesicle binding; stronger effect = lower value; calls only at 7 µM; 330,000 compounds, 0.068% hits;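 active means response, share of CD8 T cells binding vesicles, and their 90th percentile fluorescence all below set limits, cut at about 80% in these data, passing the limit was not always enough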
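Also added: QL9-peptide-loaded Drosophila micro-vesicles bearing Ld, ICAM-1 and B7-1; Test system: purified 2C TCR transgenic mouse naive CD8+ T cells; Measured by: cytometric PE anti-B7-1 and Alexa647 anti-CD8 signals after 1% paraformaldehyde fixation; Timing: binding step 1.5 h, 37 °C, antibody labelling 20 min, ice.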
Autophagy mod: autophagy modulators in MEF cells, primary screen, imaging, high-content, MEF GFP-LC3. calls only at 10 µM (by protocol). 190,000 compounds, 0.98% hits. AID 463193, 2010. MEF GFP-LC3 puncta imaging; test concentration mostly 10 µM;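 active means percentage of spot-positive cells more than 3 SD above its plate mean, without a fluorescence outlier flag or 80% toxicity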;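 further: spot-positive cell cutoff set from DMSO-treated cells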
human PMI inhibition: inhibitors of human PMI, primary screen, biochemical, fluorescence intensity, coupled assay (AID 1209); Mannose-6-phosphate isomerase (Homo sapiens); purified PMI enzyme, coupled fluorescence intensity; higher % means a stronger effect; one-dose inhibition, % at 20 µM; IC50 in µM for titrated hits; 190,000 compounds, 0.42% hits;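 further: plate controls were DMSO vehicle for no effect and wells lacking substrate for full effect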
b-catenin transl: modulators of beta-catenin nuclear translocation, primary screen, imaging, HeLa cells, immunofluorescence, high-content | nuclear translocation activity, % at 5 µM | 190,000 compounds, 0.3% hits;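 active means nuclear translocation activity above 50% at 5 µM, with a well cell count of 50 or more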;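 further: per-cell ratio of nuclear to cytoplasmic median beta-catenin stain intensity; plate controls were DMSO negative control for no effect and GSK-3 inhibitor IX positive control for full effect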
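Signal – beta-catenin immunofluorescence imaging with DAPI · Test system – human HeLa cell line · Dosing – 5 µM primary single dose, 0.1% DMSO, 0.02–20 µM confirmation series · Measure – % activation, nuclear-to-cytoplasmic median beta-catenin signal ratio per cell · Incubation – 24 h compound exposure at 37°C, 5% CO2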
PMI inhibition: human PMI inhibitors, high substrate, primary screen, biochemical, fluorescence intensity, high mannose 6-phosphate (AID 1220) | Mannose-6-phosphate isomerase (Homo sapiens) | recombinant PMI enzyme, coupled fluorescence intensity; higher % means a stronger effect | inhibition, % at 20 µM; hits with a dose series show IC50 in µM | 190,000 compounds, 0.66% hits
Insulin prom up cell count: recorded beside Insulin prom up, whose call it bears; cell count; measured here: cytotoxicity, nuclei count;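 total cells summed across four imaged fields per well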
Lipid droplet cells 6.5 µM: also measured in Lipid droplet; calls as there; cell count; measured here: cell count, cytotoxicity flag;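 cells counted across two imaged fields per well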
b-catenin transl cell count 5 µM: also measured in b-catenin transl; calls as there; cell count; measured here: cell count, cytotoxicity flag
T cell HTS vesicle-bound %: also measured in T cell HTS; calls as there; double positive events, %; measured here: CD8+ vesicle-bound cell fraction;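 binding gate set so that unloaded-vesicle control wells show 10% double positive cells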
MT stabilizer Hoechst-high %: recorded beside MT stabilizer, whose call it bears; % Hoechst-high responders; measured here: nuclear condensation Hoechst responders;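 share of cells brighter than vehicle mean plus two SD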
MT stabilizer cytotoxicity %: second read-out of MT stabilizer, no call of its own (marks repeat the call); toxicity, %; measured here: cytotoxicity by cell density;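 0% = mean cell density of plate MIN control wells and 100% = no cells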
Autophagy mod cell loss 18 h: further read-out of Autophagy mod, marked with its call; toxicity, %; measured here: cell loss, nuclei count;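 cell loss after 18 h compound exposure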
Numbers without * were called inactive; i = inactive; . = no result given. Unless noted, no stated cut-off is given here; in the data, active means inhibition above about 50%; inactive means the rest.

SMILES	Insulin prom up	Insulin prom up cell count	TNAP activation fold	MT stabilizer	MT stabilizer Hoechst-high %	MT stabilizer cytotoxicity %	Lipid droplet	Lipid droplet cells 6.5 µM	T cell HTS	T cell HTS vesicle-bound %	Autophagy mod	Autophagy mod cell loss 18 h	human PMI inhibition	b-catenin transl	b-catenin transl cell count 5 µM	PMI inhibition
Cc1nn(C)cc1CN(C)Cc1c(C(=O)N(C)Cc2ccccc2)nc2ccccn12	-0.66	1741	1.1	0.7	1.0	3.1	-1.2	725	i	14.8	i	29.4	-2.1%	-1.5	1049	-7.1%
COc1cc(CNc2ccc(N3CCCC3)cc2)ccc1OCc1ccccc1	0.55	1466	1.1	4.7	2.1	14.5	-16.4	617	i	42.9	i	6.0	86.4%*	-0.3	1059	71.5%*
Fc1ccc(NCc2ccccc2F)cc1Cl	-0.46	1664	1.1	2.0	1.3	8.8	.	.	i	19.6	i	14.0	2.5%	2.9	1363	6.2%
CN(C)S(=O)(=O)c1cccc(NC(=O)COC(=O)CCC(=O)c2ccc(F)cc2)c1	-0.15	1343	1.2	3.2	1.7	3.1	-4.0	639	i	30.8	i	2.1	14.7%	6.2	1049	2.6%
COc1cccc2[nH]c(C(=O)NN)c(N)c12	1.13	1402	.	.	.	.	0.6	700	i	47.3	.	.	.	-0.2	1063	.
COc1ccc(Oc2nccc(-c3ccc(F)cc3)c2C#N)cc1	.	.	1.1	2.5	1.1	6.8	.	.	i	53.2	i	4.6	0.6%	.	.	-6.0%
CCC(Sc1nccn1C)C(=O)Nc1nnc(C)s1 (stereo not given)	-0.98	943	1.1	5.3	2.2	0.1	.	.	i	24.8	i	8.4	1.4%	.	.	3.3%
CCCCOc1ccc2c(C)cc(=O)oc2c1OCCCC	.	.	1	2.3	1.7	5.2	-25.4	728	i	17.2	i	0.9	10.0%	1.1	454	7.9%
C#CC(C)(CC)NC(=O)c1cc2cccc(CC=C)c2oc1=O (stereo not given)	.	.	1.1	1.7	1.9	1.4	14.1	701	i	49.3	i	-0.3	-10.1%	-1.3	1056	-2.3%
CCc1ccccc1NC(=O)N[C@@H](C)C(=O)O	1.47	1280	1.2	4.4	1.9	5.9	.	.	i	9.4	i	6.2	-5.7%	-2.0	992	-7.0%
CN(Cc1ccccc1)C(=O)c1ccccc1C(=O)O	0.2	1201	1.1	4.2	2.5	8.3	-1.3	684	i	6.2	i	-3.6	1.3%	-0.5	1036	7.8%
CCc1ccc(S(=O)(=O)Nc2ccc(-c3nc4cccnc4s3)cc2)s1	1.35	2081	1.1	4.8	2.3	6.7	-2.3	709	i	21.2	i	4.2	8.8%	-0.4	1155	5.6%
COc1ccc(F)cc1S(=O)(=O)N1CCCCC1	0.19	1092	.	.	.	.	-3.6	677	i	49.4	.	.	.	0.4	1285	.
COc1ccc(CCN2CC(C(=O)O)CC2=O)cc1 (stereo not given)	.	.	1.1	1.8	1.2	6.2	5.0	728	i	41.2	i	-6.8	11.0%	.	.	9.6%
O=[N+]([O-])c1ccc(N2CCOCC2)cc1NCc1ccccc1	-1.06	1344	0.9	3.2	2.1	5.8	.	.	i	35.7	i	-14.4	0.8%	.	.	12.9%
Cc1cc(C)cc(SCc2noc(C(=O)NCc3ccccc3)c2C(=O)NCc2ccccc2)c1	1.05	859	.	.	.	.	4.6	749	i	27.2	.	.	.	-0.9	1359	.
CCCc1cc(=O)n2[nH]c(-c3ccc(OC)cc3)nc2n1	0.35	894	1	2.7	1.1	3.6	17.2	807	i	6.0	i	-2.2	8.3%	.	.	5.6%
O=C(c1ccco1)N1CCN(c2nc3ccsc3c(=O)s2)CC1	0.49	1819	1.1	1.9	1.4	3.3	1.6	665	i	63.4	i	-18.7	20.8%	-1.7	1103	19.2%
CCOC(=O)N1CCN(C(=O)CCn2c(=O)[nH]c3ccsc3c2=O)CC1	-0.52	1322	1.1	2.5	1.8	7.1	-4.7	695	i	52.8	i	5.9	4.4%	-0.3	1060	3.4%
CC1SC2(NC1=O)C1CC3CC(C1)CC2C3 (stereo not given)	-0.35	1279	1.1	2.5	2.7	8.8	-1.6	724	i	41.1	i	-14.8	-7.5%	-2.6	1162	-9.6%
O=C(/C=C/c1ccc(Cl)cc1Cl)Nc1ccc(CN2CCOCC2)cc1	-0.51	1439	1.1	4.8	2.8	7.2	-6.4	567	i	24.8	i	1.3	19.2%	4.1	1099	5.9%
COc1cc(C(=O)N2CCN(C(=O)C3CC3)CC2)cc(OC)c1OC	1.04	865	1	4.8	2.5	7.7	12.1	768	i	51.2	i	12.6	4.3%	-0.9	1110	1.1%
CCOc1c(CNCCN2CCOCC2)cccc1OC	0.17	801	1.1	0.9	0.7	4.9	0.4	793	i	10.2	i	-1.7	-4.3%	-3.6	1043	-11.3%
Cc1cc(NC(=O)CSc2nnc(C3CC3)n2-c2ccccc2)no1	.	.	1	2.2	1.3	4.1	-10.2	540	i	52.4	i	-13.7	-4.7%	-0.4	1540	-7.9%
Cc1cc(Cl)ccc1NC(=O)C1CCN(S(C)(=O)=O)CC1	-0.27	1544	1	1.0	1.5	3.5	4.6	620	i	47.6	i	35.4	9.7%	2.0	958	6.6%
Cn1c(=O)[nH]c(=O)c2c1nc(NCc1ccco1)n2CCCc1ccccc1	-0.42	1160	1.2	1.5	0.6	8.6	.	.	.	.	i	4.3	-0.3%	-3.9	980	0.9%
COC(=O)c1ccc(NC(=O)Nc2ccc(F)c(Cl)c2)cc1	.	.	1	2.0	1.6	3.2	13.6	810	i	43.8	i	3.0	7.7%	.	.	5.3%
CCN1C(=O)CC(N2CCC(C(=O)N3CCOCC3)CC2)C1=O (stereo not given)	-1.15	1324	1.2	2.9	2.1	2.6	9.6	806	i	29.1	i	-3.5	0.9%	2.7	1178	3.1%
Cc1ccc2cc3cc(C(=O)N(CC(=O)NC4CCCC4)c4cccc(C)c4C)sc3nc2c1	.	.	1	1.1	2.9	14.6	.	.	i	63.1	i	10.8	12.1%	.	.	6.7%
COc1ccc2c(c1)[nH]c1c(=O)n(CCC3=CCCCC3)cnc12	0.31	889	1.1	3.7	2.5	3.9	-1.1	750	i	49.2	i	-3.9	3.0%	0.9	1196	-2.2%
CCCCN(CC)CCCNC(=O)c1csc2c1CCCCC2	-0.75	1218	1.1	3.2	3.2	5.3	14.3	796	i	53.0	i	4.8	1.1%	-3.1	1084	4.8%
COc1ccccc1OCCn1cc(/C=N/n2cnnc2)c2ccccc21	-0.35	1408	1.1	5.5	3.2	6.4	9.4	643	i	5.0	i	-11.9	3.3%	-1.6	989	3.4%
CCCCC[C@H](O)/C=C/C1=C(CCCCCCC(=O)O)C(=O)CC1	.	.	1.1	3.2	1.6	5.6	8.6	745	i	64.3	i	15.9	-23.2%	.	.	-21.5%
Cc1ccc(-c2ccc(SCC(=O)N3CCN(c4ccccc4)CC3)nn2)cc1	-0.14	1474	1	1.4	2.3	1.7	-2.6	693	i	45.9	i	17.5	13.4%	-0.3	1095	6.9%
Cc1nc2c(-c3ccc(F)cc3)cnn2c2c1CCC2	-0.87	1328	1.1	4.3	3.8	3.0	3.8	658	i	43.3	i	4.2	5.0%	7.4	831	11.2%
Cc1ccnc(NC(=S)NC(=O)/C=C/c2ccco2)c1	0.55	840	1.1	21.0*	7.2*	33.9*	-22.6	761	i	21.5	i	15.9	1.0%	-1.5	1149	1.7%
C=CCn1c(SCc2ccc(Cl)cc2)nc2c1c(=O)[nH]c(=O)n2C	1.07	1550	1	3.5	2.2	5.3	.	.	i	6.7	i	-12.3	-18.5%	-7.6	993	-3.7%
CCC(=O)C1=C(N2CCCC2)CC(C)(C)CC1=O	.	.	1.1	2.3	1.2	8.6	-2.2	741	i	55.7	i	-7.6	11.5%	-1.6	1151	0.9%
COc1ccc(N(CC(=O)Nc2ccc(C)c(C)c2)S(=O)(=O)c2c(C)n[nH]c2C)cc1	-0.95	1211	1.1	3.8	1.9	11.2	.	.	i	12.1	i	16.2	10.3%	-1.7	842	7.9%
COc1ccccc1N1CCN(C(=O)CSc2nc3ccccc3o2)CC1	-0.05	812	1.1	1.9	0.6	4.5	-1.1	789	i	47.8	i	0.6	11.0%	2.4	1111	5.2%
O=C(Oc1ccc2c(=O)c(Oc3ccc4ccccc4c3)coc2c1)c1cncc(Br)c1	0.08	1785	1.1	3.8	2.2	8.3	-4.8	650	i	17.4	i	0.2	14.2%	-0.9	1080	13.1%
COCCNc1nnc(SC(C)C(=O)Nc2ccc(-c3nc4ccc(C)cc4s3)cc2)s1 (stereo not given)	-0.55	1282	1	2.2	2.9	9.9	1.7	656	i	44.6	i	-1.6	7.0%	0.1	1147	1.7%
COc1ccc(C(=O)CSc2nc3cccnc3n2C)cc1	0.5	1330	1.1	2.6	1.9	6.1	3.6	751	i	25.2	i	7.1	5.3%	-4.2	558	9.5%
O=C(NCc1ccc(Cl)cc1)C(=O)NCC1OCCN1S(=O)(=O)c1ccc2c(c1)OCCO2 (stereo not given)	0.64	1197	1	2.2	1.5	4.6	-0.5	754	i	47.0	i	-16.8	0.9%	-1.6	569	1.8%

Bioassay records as filed in PubChem.
